High-throughput results deposited in PubChem BioAssay by National Center for Advancing Translational Sciences (NCATS).
JMJD2A Tudor inh: blocks the human JMJD2A Tudor domain | AlphaScreen JMJD2A-Tudor / H3K4me3 peptide binding | Potency, µM (doses to about 114 µM), for inactives: top-dose activity change, negative = inhibition, hits mostly inhibitors | hit rate 4.4% among 390,000 | AID 504339; also: % is scaled to controls: 0 for no effect and ±100 for the full control effect; nearly all actives have a fitted effect of over 50% in size
BAZ2B inh: blocks human BAZ2B; Potency, µM (highest dose often 114 µM), inactives show at the highest dose activity change, negative = inhibition, actives largely listed as inhibitors; AlphaScreen BAZ2B-H3K14Ac peptide displacement; Q9UIF8; hit rate 4.4% among 360,000; also: % is scaled to controls: 0 for no effect and ±100 for the full control effect; nearly all actives have a fitted effect of over 60% in size
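Complex of BAZ2B and biotin-H3K14Ac (50 nM apiece) forms over 30 min at RT, then faces library compounds up to 110 uM for another 30 min; AlphaScreen beads added, 20 min dark incubation, luminescence read.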
Pol kappa inh: inhibitors of human DNA polymerase kappa | purified Pol kappa, fluorescent DNA synthesis assay, 10 min | Potency, µM (top dose mostly 107 µM), inactives show top-dose activity, negative = inhibition, most hits filed as inhibitors | hit rate 0.53% among 400,000 | AID 588579; also: % is scaled to controls: 0 for no effect and ±100 for the full control effect
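Fluorescent qHTS in 1536-well format: enzyme (10 nM) and compound sat 15 min at room temperature before 50 nM substrate (final) was added. Signal taken at 0 and 10 min; no-enzyme buffer wells were negative controls.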
Pol eta inh: blocks human DNA polymerase eta activity. Q9Y253. hit rate 1.2% among 390,000. Potency, µM (doses to about 114 µM), inactives show at the top dose activity change, negative = inhibition, hits mostly inhibitors. recombinant Pol eta, fluorescent DNA replication assay; also: % is scaled to controls: 0 for no effect and ±100 for the full control effect
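Fluorescent replication assay: 50 nM final substrate added after a 15 min room-temperature compound preincubation with 10 nM enzyme. Signal taken at 0 min and again at 10 min.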
APE1 inh: inhibitors of human APE1 endonuclease | Potency, µM (highest dose often 65.8 µM), for inactives: top-dose activity change, negative = inhibition, hits mostly inhibitors | hit rate 0.35% among 350,000 | recombinant APE1, TAMRA/BHQ-2 abasic DNA cleavage fluorescence | AID 2517 | P27695;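 also: plate controls were vehicle for no effect and reference inhibitor for full effect; nearly all actives have a fitted effect of over 55% in size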
Target sequence (P27695 whole entry, looked up): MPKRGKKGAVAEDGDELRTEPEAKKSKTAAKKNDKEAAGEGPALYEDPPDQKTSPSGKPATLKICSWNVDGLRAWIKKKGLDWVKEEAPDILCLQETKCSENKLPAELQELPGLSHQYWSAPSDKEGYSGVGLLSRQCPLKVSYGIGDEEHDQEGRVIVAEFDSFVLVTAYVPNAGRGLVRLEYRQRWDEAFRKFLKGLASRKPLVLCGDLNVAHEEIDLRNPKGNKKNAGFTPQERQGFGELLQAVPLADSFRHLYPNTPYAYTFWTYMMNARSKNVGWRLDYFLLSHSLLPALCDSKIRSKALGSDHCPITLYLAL
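Activity was derived from the fluorescence gain between first and third kinetic reads (60 s intervals, ex 525/em 598 nm) after 50 nM THF-abasic TAMRA/BHQ-2 duplex was added to 0.75 nM APE1 preincubated 15 min with compound.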
Pol beta inh: DNA polymerase beta (human) inhibition; P06746; hit rate 1.3% among 340,000; Pol beta primer extension/strand displacement, fluorescence kinetic; Potency, µM (top dose mostly 114 µM), without a hit: at the top dose activity change, negative = inhibition, hits mostly inhibitors; also: % is scaled to controls: 0 for no effect and ±100 for the full control effect
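Pol beta (10 nM) and compounds were preincubated 15 min at room temperature, then 50 nM substrate (final) started primer extension/strand displacement. Reads were taken at 0 and 10 min; concentration-response data were fitted to a four-parameter Hill equation.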
BLM helicase inh: Bloom syndrome helicase (human) inhibition; P54132; recombinant BLM DNA unwinding, fluorescence dequenching; Potency, µM (highest dose often 56.1 µM), for the others: at the highest dose activity change, negative = inhibition, actives largely listed as inhibitors; hit rate 0.2% among 350,000; AID 2528;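 also: plate controls were vehicle for no effect and no enzyme for full effect; nearly all actives have a fitted effect of over 35% in size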
Pol iota inh: blocks human DNA polymerase iota activity | Pol iota fluorescent replication assay, 10 min | Potency, µM (highest dose often 115 µM), without a hit: top-dose activity, negative = inhibition, most hits filed as inhibitors | hit rate 1% among 390,000
Target sequence (Q9UNA4 whole entry, looked up): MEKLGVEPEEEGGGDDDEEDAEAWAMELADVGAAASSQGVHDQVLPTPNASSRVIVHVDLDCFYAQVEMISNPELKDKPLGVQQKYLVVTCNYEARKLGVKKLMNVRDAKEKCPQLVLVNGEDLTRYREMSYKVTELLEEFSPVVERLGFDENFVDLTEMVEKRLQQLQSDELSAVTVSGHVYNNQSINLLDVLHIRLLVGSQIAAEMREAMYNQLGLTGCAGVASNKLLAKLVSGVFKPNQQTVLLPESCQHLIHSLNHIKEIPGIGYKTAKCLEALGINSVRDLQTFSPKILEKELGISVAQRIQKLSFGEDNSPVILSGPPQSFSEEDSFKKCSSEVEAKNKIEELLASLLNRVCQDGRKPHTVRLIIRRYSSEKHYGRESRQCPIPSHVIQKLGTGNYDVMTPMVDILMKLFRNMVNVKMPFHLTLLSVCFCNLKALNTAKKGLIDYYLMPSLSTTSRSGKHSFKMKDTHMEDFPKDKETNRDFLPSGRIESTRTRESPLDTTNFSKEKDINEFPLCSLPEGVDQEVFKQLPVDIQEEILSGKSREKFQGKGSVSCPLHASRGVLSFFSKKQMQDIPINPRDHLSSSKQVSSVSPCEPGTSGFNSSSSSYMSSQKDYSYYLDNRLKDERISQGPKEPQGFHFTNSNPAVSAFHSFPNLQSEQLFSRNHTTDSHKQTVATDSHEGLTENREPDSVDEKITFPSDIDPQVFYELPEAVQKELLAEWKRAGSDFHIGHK
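Fluorescent replication assay read twice, at 0 min and 10 min after adding 50 nM (final) substrate. Enzyme (10 nM) and compounds were first incubated 15 min at room temperature; enzyme-free buffer wells were negative controls.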
G9a inh: blocks human histone lysine methyltransferase G9a | G9a H3K9 monomethylation, AlphaScreen, 2 h | Potency, µM (titrated, usually from 102 µM), without a hit: at the top dose activity, negative = inhibition, usual class: inhibitors | hit rate 8.8% among 350,000 | AID 504332; also: % is scaled to controls: 0 for no effect and ±100 for the full control effect; nearly all actives have a fitted effect of over 75% in size
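AlphaScreen detection with an anti-monomethyl H3K9 antibody quantified product after a 2 h room-temperature reaction containing 500 nM biotinylated H3K9 peptide, 20 µM SAM and 20 nM enzyme, which had been preincubated 15 min with compound.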
Active calls of the source: *; u = inconclusive; x = no result given; [ ] = remark or other dose. Calls follow the shape of the dose curve; as a rule, active = well fitted curve in the direction sought with a large enough effect; inconclusive = small, poorly fitted or top-dose-only effect, or another doubt; inactive = no such curve, though single readings can be large; an effect the other way counts as inactive or inconclusive. Potency is read from the fitted curve at half-maximal effect. Not all compounds are listed; the hit share may differ from the screen's.

SMILES	JMJD2A Tudor inh	BAZ2B inh	Pol kappa inh	Pol eta inh	APE1 inh	Pol beta inh	BLM helicase inh	Pol iota inh	G9a inh
Cc1ccc(N(Cc2cc3ccccc3[nH]c2=O)C(=O)c2cccs2)cc1	1%	-1%	-10%	-26%	2%	0%	-3%	165%[activator]	-5%[59 µM]
CN(C)/C=C(\C#N)S(=O)(=O)c1ccc(Cl)cc1	-3%	4%	-2%	-14%	-2%	23%	-1%	-1%[58.9 µM]	2%
Cc1ccc(CNC(=O)CCCn2c(=O)c3ccccc3n(CC(=O)C(C)(C)C)c2=O)cc1	-15%	0%	-28%	-16%	x	0%	3%	9%	-1%[59 µM]
COc1cc(/C=N/NC(=O)CCOc2ccccc2C)cc(Br)c1O	0%[11.4 µM]	-16%	-18%	-16%	-3%	-1%	-6%	79%[activator]	50µM*
Cc1cc(Cl)cc2sc(NC(=O)C3CC3)nc12	-10%	-4%	-12%	-9%	4%	18%	-2%	-6%	x
CCc1ccc2nc(N(Cc3cccnc3)C(=O)c3cccs3)sc2c1	-8%	-5%	-4%[60.1 µM]	-9%	x	2%	-16%	u	7%[59 µM]
CS(=O)(=O)N1CCC(C(=O)Nc2ccccc2)CC1	2%	4%	-3%	2%	-4%	-1%	-2%	3%	15%[59 µM]
COC(=O)c1cc(=O)n2c(-c3ccc(OC)cc3)csc2n1	-11%	13%	0%	-11%	1%	26%	0%	6%	3%[2.33 µM]
CC(C)NC(=O)c1cccc(C(F)(F)F)c1	-6%	-11%	-4%	0%	14%	46%	-5%	24%	-6%
COc1ccc(S(=O)(=O)NCc2ccc3c(c2)OCO3)cc1OC	-12%	0%	-17%	-8%	-7%	36%	0%	-10%	25%
CCOc1ncccc1C(=O)OCC(=O)NCCc1ccc(OC)cc1	-12%	4%	-15%	0%	2%	-2%	0%	7%	4%[59 µM]
CCN1CCN(c2oc(-c3ccc(COc4ccccc4C)o3)nc2C#N)CC1	50µM*	11%	-14%	-21%	x	-6%	-4%	21%	5%[59 µM]
Cc1nc(N)c(S(=O)(=O)c2ccccc2)c(Nc2ccc(Br)cc2)n1	-7%	-18%	3%	-6%	x	-3%	-2%	12%	-11%[59 µM]
O=C(NCCCN1CCOCC1)c1c(O)c2ccccc2[nH]c1=O	-23%[57.1 µM]	-10%	-1%	4%	19%	3%	6%	20%	50µM*
Cc1ccccc1C(=O)N1CCC(C(=O)OCc2nc(N)nc(Nc3ccccc3)n2)CC1	-17%	3%	1%	-11%	1%	x	x	6%	u
O=C(CN1C(=O)NC2(CCCCCC2)C1=O)NCCc1ccc(F)cc1	-11%	-4%	-8%	u	0%	x	x	29%	-9%[59 µM]
CCOC(=O)c1ccc(NC(=O)c2nc[nH]c2C(=O)N2CCN(C(=O)OC(C)(C)C)CC2)cc1	x	1%	x	x	19%	1%	-3%	x	0%[59 µM]
CC(=O)Nc1ccc(S(=O)(=O)N(C)CC(=O)NC2CCCCCCC2)cc1	-18%	x	-19%	-6%	2%	x	x	27%	x
CCSc1nnc(Cc2cc(=O)[nH]c(=O)[nH]2)n1-c1cc(C)ccc1C	3%	0%	1%	-7%	-3%	25%	-7%	8%	u
CC(C(=O)Nc1ccc(Cl)cc1)N1C(=O)NC2(CCCC2)C1=O (configuration not stated)	13%	1%	2%	-22%	44%	6%	-5%	50%[activator]	u
CC(C)S(=O)(=O)c1cnc(-c2ccccn2)nc1N	50µM*	56µM*	-14%	0%	-3%	18%	2%	17%[58.9 µM]	-5%
COc1ccc(OC)c(NC(=O)c2nnn(CC(=O)Nc3ccc4c(c3)OCO4)c2N)c1	19%	u	-3%	16µM*	-16%	u	u	64%[activator]	48%[59 µM]
CCN1C(=O)/C(=C\c2cn(CCC#N)nc2-c2ccc(F)cc2)SC1=S	22µM*	35µM*	-14%[60.1 µM]	-27%	-2%	42%	-13%	49%	35µM*
CCCCc1c(O)nc(N2CCN(Cc3ccccc3)CC2)[nH]c1=O	-24%	7%	-3%	-15%	0%	-25%	-2%	8%	40µM*
CCC(C)[C@H](NC(=O)C1CC(=O)N(c2ccc(OC)cc2)C1)C(=O)N1CCCCC1 (some centres not stated)	-1%	-1%[57.1 µM]	1%	-11%	27%	95%	-2%	19%	17%
The results go on.
SMILES	JMJD2A Tudor inh	BAZ2B inh	Pol kappa inh	Pol eta inh	APE1 inh	Pol beta inh	BLM helicase inh	Pol iota inh	G9a inh
C=CCN(c1ccccc1OC)S(=O)(=O)c1ccc(Cl)c(C(=O)Nc2ccc(N3CCOCC3)cc2)c1	-31%	u	-4%	-11%	-9%	27%	-12%	19%	25µM*
O=C(NCC1CCCO1)C1CCCN(S(=O)(=O)c2ccc(F)cc2)C1 (configuration not stated)	-8%	-4%	-7%	-1%	-4%	2%	-1%	13%	x
O=C(Oc1ccc(=O)n(-c2ccccc2)n1)c1cccc(Cl)c1	-8%	6%	-8%	-11%	14%	9%	-7%	3%	x
O=C(NCc1ccc(F)cc1)C1CCCN1C(=O)Nc1ccc(Cl)cc1 (configuration not stated)	7%	-12%	2%	-1%	15%	22%	-3%	-7%	21%
Cc1cccc2cc(CN(CC3CCCO3)S(=O)(=O)c3ccccc3)c(=O)[nH]c12 (configuration not stated)	-23%	-21%	-7%	u	-3%	9%	0%	50%[activator]	x
CN1c2c(nc(N)[nH]c2=O)NCC1CNc1ccc(C(=O)NC(CCC(=O)O)C(=O)O)cc1 (configuration not stated)	x	x	7%[19.4 µM]	x	x	x	-3%	-9%	6%[12.7 µM]
COc1cccc(NCc2nnc(SCC(=O)NC3CCS(=O)(=O)C3)n2C2CCCCC2)c1 (configuration not stated)	-13%	1%	-7%	0%	1%	x	x	23%	u
Cc1cc(NC(=O)CSc2nnc(NCc3ccccc3)s2)no1	-8%	-2%	-5%	u	-6%	18%	-8%	-16%	1%[59 µM]
CCN(CC)C(=O)CN(C#N)c1nc(C)cc(C)n1	-9%	4%	-5%	-3%	2%	1%	1%	20%	13%[59 µM]
NS(=O)(=O)c1ccc(CCNC(=O)c2ccc3ccccc3n2)cc1	-6%[57.1 µM]	-12%	-1%	-13%	1%	16%	2%	157%[activator]	0%
CCOc1ccc2nc(-c3ccccc3)nc(SCC(=O)Nc3ncc(C)s3)c2c1	-18%	-1%	-18%	-11%	-2%	16%	0%	-1%	17%[59 µM]
O=C(C[n+]1cccc(/C=N/O)c1)N(Cc1ccccc1)Cc1ccccc1	-6%	-9%	-6%	-19%	3%	-15%	1%	61%[activator]	0%
CCc1ccc2c(c1)cc(C)c1nnc(SCC(=O)Nc3cc(OC)c(OC)cc3C(=O)O)n12	u	1%	-1%	-15%	5%	-12%	-4%	177%[activator]	-15%
Cc1cccc(NC(=O)CN2C(=O)S/C(=C\c3cc(C)n(C)c3C)C2=O)c1	-17%	0%	-7%	1%	-2%	0%	-11%	32%[activator]	-7%[59 µM]
N#Cc1ccc(CSc2nnc(NC(=O)C3CCCO3)s2)cc1 (configuration not stated)	u	x	-1%	-9%	3%	16%	-1%	-9%	-12%[59 µM]
CCOc1cc(/C=C(/C#N)c2nc3ccccc3[nH]2)ccc1OCc1ccc(C(=O)O)o1	-23%	u	u	7.9µM*	-3%	40µM*	u	-21%	71µM*
COc1cccc(NC(=O)CSc2nc3ccc(NC(=O)c4ccco4)cc3s2)c1	-8%	-4%	1%	u	x	-28%	-3%	1%	3%[59 µM]
CC(=O)Nc1ccc(NC(=O)Cn2cnc3c(cnn3C(C)(C)C)c2=O)cc1	-21%	10%	4%	-12%	-2%	1%	-2%	-7%	-5%[59 µM]
O=c1[nH]c(/C=C\c2cccc(F)c2)nc(O)c1[N+](=O)[O-]	-18%	0%	-7%	u	-11%	u	-7%	0%	u
COc1cc(OC)cc(C(=O)NC(=S)N2CCCCC2c2cccnc2)c1 (configuration not stated)	-17%	3%	14%	-4%	3%	-4%	1%	-12%	x
N#C/C(=C\c1cccc2ccccc12)c1nn(-c2ccccc2)c(N)c1C#N	-14%	x	-6%	-8%	x	x	x	-9%	x
Cc1ccc(NC(=O)Cn2c(=O)n(Cc3ccccc3)c(=O)c3c(C)c(C)sc32)c(C)c1	-11%	-1%	-16%	x	x	15%	-3%	u	10%[59 µM]
Cc1ccc(NC(=O)CNc2cccc(S(=O)(=O)N3CCCCC3)c2)cc1F	-30%	-5%	-8%	u	4%	x	x	23%	u
O=C(Cc1ccccc1)NNC1CC(=O)N(c2ccccc2)C1=O (configuration not stated)	-4%	-2%	1%	2%	1%	26%	3%	29%	-10%[59 µM]
Cc1oc2c(c1C(=O)NCCO)CCCC2	-15%	-7%	2%	13%	1%	4%	0%	6%	0%[59 µM]
Clc1ccc(-c2cc(C3CCNCC3)[nH]n2)c(Cl)c1	-24%	-1%	-7%	2%	-2%	-20%	-5%	-7%	-39%
Cc1oc(-c2ccccc2F)nc1CSCC(=O)NC1CCC(C)CC1 (configuration not stated)	-22%	-10%	0%	u	-25%	-10%	1%	0%	-7%
Cc1cc(C)c(C(=O)O)c(Cl)n1	-7%	-18%	-3%	-6%	-3%	0%	5%	u	u
COc1ccc(N(C)S(=O)(=O)c2cccc(C(=O)Nc3cc(OC)ccc3OC)c2)cc1	-9%	-31%	4%	-12%	-7%	-1%	-8%	61%[activator]	u

Six of the compounds above, with bars between the fields:
molecule | JMJD2A Tudor inh | BAZ2B inh | Pol kappa inh | Pol eta inh | APE1 inh | Pol beta inh | BLM helicase inh | Pol iota inh | G9a inh
N#Cc1ccc(CSc2nnc(NC(=O)C3CCCO3)s2)cc1 (configuration not stated) | u | x | -1% | -9% | 3% | 16% | -1% | -9% | -12%[59 µM]
CCOc1cc(/C=C(/C#N)c2nc3ccccc3[nH]2)ccc1OCc1ccc(C(=O)O)o1 | -23% | u | u | 7.9µM* | -3% | 40µM* | u | -21% | 71µM*
COc1cccc(NC(=O)CSc2nc3ccc(NC(=O)c4ccco4)cc3s2)c1 | -8% | -4% | 1% | u | x | -28% | -3% | 1% | 3%[59 µM]
CC(=O)Nc1ccc(NC(=O)Cn2cnc3c(cnn3C(C)(C)C)c2=O)cc1 | -21% | 10% | 4% | -12% | -2% | 1% | -2% | -7% | -5%[59 µM]
O=c1[nH]c(/C=C\c2cccc(F)c2)nc(O)c1[N+](=O)[O-] | -18% | 0% | -7% | u | -11% | u | -7% | 0% | u
COc1cc(OC)cc(C(=O)NC(=S)N2CCCCC2c2cccnc2)c1 (configuration not stated) | -17% | 3% | 14% | -4% | 3% | -4% | 1% | -12% | x
